Screening data (PubChem BioAssay)
PhoP inhibition: PhoP-dependent GFP reporter repression – Salmonella Typhimurium, primary screen (AID 1863); S. Typhimurium PhoP-regulated promoter GFP reporter, 4 h; higher % means a stronger effect; inhibition, % at 50 µM, or IC50 in µM where a hit was titrated; hit rate 0.16% among 300,000;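 active means inhibition over 29.93%, a cutoff 3 SD above the screen mean, later confirmed by dose response; inconclusive means inhibition over 29.93% but no dose response follow-up; inactive means inhibition at most 29.93% or unconfirmed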;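 further: 0% = low Mg2+ inducing control and 100% = high Mg2+ repressing control; strong numbers were not always called active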
NTR1 agonist: NTR1-driven beta-arrestin-GFP spot formation – imaging, U2OS cells, high content, primary screen (AID 493036). hit rate 0.17% among 330,000. agonist mode. activation, % at 20 µM. P30989;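 active means activation at or above 40% of the spot to cytoplasm intensity ratio, with at least 20 cells analyzed; inconclusive means wells under 20 cells, flagged as cytotoxic or low count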;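 further: 0% = DMSO without peptide and 100% = 100 nM NTR1 peptide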
Target sequence (P30989 whole entry, looked up): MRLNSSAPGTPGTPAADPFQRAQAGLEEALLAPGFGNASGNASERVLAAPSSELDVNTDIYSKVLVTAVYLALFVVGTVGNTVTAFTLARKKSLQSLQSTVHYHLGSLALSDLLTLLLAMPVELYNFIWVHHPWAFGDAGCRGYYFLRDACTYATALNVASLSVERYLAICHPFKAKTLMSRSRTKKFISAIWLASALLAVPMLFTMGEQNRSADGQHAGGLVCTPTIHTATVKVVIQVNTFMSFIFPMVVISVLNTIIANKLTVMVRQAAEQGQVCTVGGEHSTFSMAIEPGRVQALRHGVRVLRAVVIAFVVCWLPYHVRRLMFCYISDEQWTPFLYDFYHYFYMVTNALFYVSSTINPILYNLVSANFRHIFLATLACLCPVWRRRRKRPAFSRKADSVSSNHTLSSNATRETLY
West Nile antiviral: inhibition of WNV-induced cytopathic effect – cell-based, CPE readout (AID 1621) | hit rate 0.02% among 290,000 | West Nile virus-infected cells, CPE inhibition; higher % means a stronger effect | one-dose CPE inhibition, % at 10 µM; IC50 in µM for titrated hits; in the data active means a potency from the dose series; inconclusive means CPE inhibition mostly from about 3.7% at the one dose, without a potency; inactive means the rest, 99 in 100 with CPE inhibition below about 2.2%; further: strong numbers were not always called active
MgcRacGAP inhibition: MgcRacGAP GTPase-activating activity inhibitors, confirmation, biochemical, ADP Hunter fluorescence; hit rate 0.6% among 340,000; AID 624330; MgcRacGAP-stimulated Rac1 GTP hydrolysis, ADP Hunter fluorescence; higher % means a stronger effect; GST-tagged Rac1 F28L mutant substrate; inhibition, % at 30 µM, or IC50 in µM where a hit was titrated;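 active means first-screen hits whose inhibition reached a set limit at any dose in the follow-up dose series; inconclusive means inhibition above the set first-screen limit but never retested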;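 further: fluorescence reports GDP produced by GAP-driven GTP hydrolysis; strong numbers were not always called active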
RSV CPE inhibition: inhibition of RSV-induced cytopathic effect – HEp-2 cells, primary 10 µM value included (AID 2391) | hit rate 0.13% among 310,000 | HEp-2 cells, RSV-induced CPE inhibition; higher % means a stronger effect | CPE inhibition, % at 10 µM, or IC50 in µM where a hit was titrated; in the data active means a potency from the dose series; inconclusive means CPE inhibition mostly from about 23% at the one dose, without a potency; inactive means the rest, 99 in 100 with CPE inhibition below about 21%; further: strong numbers were not always called active
UTI89 phage lysis: protection from phage-mediated lysis, alamar blue read-out – E. coli UTI89, K1F phage, bacterial capsule biogenesis inhibitors (AID 488966); inhibition, % at 100 µM, or IC50 in µM where a hit was titrated; hit rate 0.02% among 340,000; E. coli UTI89 K1F phage lysis, alamar blue, 2 h; higher % means a stronger effect;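 active means phage lysis inhibition, versus mean bacterial control, above a set limit; inconclusive means no clear call, values can overlap the other calls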;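 further: capsule biogenesis inhibitors block K1F phage lysis so surviving cells raise fluorescence; higher fluorescence means more inhibition of phage lysis; actives were called in the ten point dose series up to 300 µM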
NS5 inhibitors: flavivirus cap methylation enzyme inhibition – biochemical, confirmation dose response, primary screen (AID 588689); Dengue-2 NS5 methyltransferase capping enzyme assay, biochemical; higher % means a stronger effect; hit rate 0.3% among 340,000; inhibition, % at 25 µM; hits with a dose series show IC50 in µM; in the data active means a potency from the dose series; inconclusive means inhibition above about 29% without an active follow-up result
T cell modulator: T cell immune modulation candidate. 2C CD8+ T cell-vesicle binding, flow cytometry; active compounds read low. AID 2052. hit rate 0.068% among 330,000. calls only at 7 µM;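 active means response, share of CD8 T cells binding vesicles, and their 90th percentile fluorescence all below set limits, cut at about 80% in these data, passing the limit was not always enough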
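material = purified 2C TCR transgenic mouse naive CD8+ T cells | controls = Unloaded micro-vesicles (low), QL9 vesicles with 0.7% DMSO (high) | detection = cytometric PE anti-B7-1 and Alexa647 anti-CD8 signals after 1% paraformaldehyde fixation | incubation = binding step 1.5 h, 37 °C, antibody labelling 20 min, ice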
SV40 large T antigen: TAg ATPase/helicase activity blockers – biochemical (AID 1903); inhibition, % at 20 µM; hits with a dose series show IC50 in µM; SV40 large T antigen ATPase/helicase inhibition assay; higher % means a stronger effect; hit rate 0.39% among 310,000; in the data active means a potency from the dose series; inconclusive means inhibition mostly from about 32% at the one dose, without a potency; inactive means the rest, 99 in 100 with inhibition below about 32%; further: strong numbers were not always called active
T cell modulator vesicle-bound %: recorded beside T cell modulator, whose call it bears; double positive events, %; measured here: CD8+ vesicle-bound cell fraction;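 binding gate set so that unloaded-vesicle control wells show 10% double positive cells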
NTR1 agonist cell count 20 µM: recorded beside NTR1 agonist, whose call it bears; cell count; measured here: cell count, cytotoxicity flag
NS5 inhibitors pilot replicate: further read-out of NS5 inhibitors, marked with its call; inhibition, %; measured here: pilot screen replicate inhibition
* hit, by the source's call; i = inactive; u = inconclusive; x = no result given; & = joins results of further samples; [ ] = another dose, or the depositor's remark. Compounds were not picked by outcome; any-hit rate near 1.5%.

Preview, 2 compounds:
SMILES	PhoP inhibition	NTR1 agonist	NTR1 agonist cell count 20 µM	West Nile antiviral	MgcRacGAP inhibition	RSV CPE inhibition	UTI89 phage lysis	NS5 inhibitors	T cell modulator	T cell modulator vesicle-bound %	SV40 large T antigen	others
Cc1ccc(S(=O)(=O)N2CCN(c3ncnc4c3cnn4-c3ccccc3)CC2)cc1	-9%	1.1	67	0.0%	11%	1.2%	0.4%	1%	i	2	13%
CCOc1ccccc1C(=O)NCC(=O)O	-5%	-1.0	82	0.4%&0.9%	-7%	x	0.7%	-3%	i	52	1%

This part in full (from the top)
SMILES	PhoP inhibition	NTR1 agonist	NTR1 agonist cell count 20 µM	West Nile antiviral	MgcRacGAP inhibition	RSV CPE inhibition	UTI89 phage lysis	NS5 inhibitors	T cell modulator	T cell modulator vesicle-bound %	SV40 large T antigen	others
Cc1ccc(S(=O)(=O)N2CCN(c3ncnc4c3cnn4-c3ccccc3)CC2)cc1	-9%	1.1	67	0.0%	11%	1.2%	0.4%	1%	i	2	13%
CCOc1ccccc1C(=O)NCC(=O)O	-5%	-1.0	82	0.4%&0.9%	-7%	x	0.7%	-3%	i	52	1%
c1ccc(-c2cc(-c3nnc4n3N=C(c3ccc5ccccc5c3)CS4)[nH]n2)cc1	23%	18	84	u	4%	-0.4%	-0.5%	-5%	i	14	-4%
O=C(O)Cn1cc(C(=O)c2ccco2)c2ccccc21	32%	-1.5	76	-0.5%	6%	0.8%	-0.1%	-4%	i	18	-1%
Cc1ccc(NC(=O)CSc2nc(=O)n(CCN(C)C)c3c2CCCC3)c(C)c1	2%	-0.7	57	x	3%	1.1%	0.6%[50 µM]	-1%	i	38	23%
COc1ccccc1N1CCN(CCCNC(=O)C2CCCN(c3ncnc4c3nc3n4CCCCC3)C2)CC1 (centres undefined)	-5%	-0.4	55	-0.1%	16%	0.0%	-0.2%	1%	i	12	13%
Cc1c(NC2=CC(=O)CC(C)(C)C2)c(=O)n(-c2ccccc2)n1C	-1%	0.8	64	0.3%	-2%	1.1%	-0.2%	-4%	i	42	6%
O=c1c2cc([N+](=O)[O-])ccc2nc(CN2CCN(c3ccccn3)CC2)n1-c1ccccc1F	-9%	4.4	57	0.0%	12%	8.5%	-0.3%	-7%	i	22	8%
NS(=O)(=O)c1ccc(CCNC(=O)c2coc3ccccc3c2=O)cc1	-1%	-0.9	41	0.1%	6%	1.1%	0.3%	-4%	i	21	25%
CCOC(=O)N1CCN(C(=O)CSc2ccc(-c3ccc(OC)c(OC)c3)nn2)CC1	-9%	0.4	49	0.7%	6%	1.9%	0.1%	-7%	i	40	12%
O=C(CN(C(=O)CCC(=O)Nc1nccs1)c1cccc(C(F)(F)F)c1)NCC1CCCO1 (centres undefined)	6%	-1.8	46	-0.3%	-6%	0.9%	-0.2%	-9%	i	17	8%
CCn1c(CNc2ccccc2Cl)nnc1SCCN1CCCCC1	7%	-0.6	85	-0.4%	-9%	-0.5%	-0.2%	5%	i	25	-6%
COc1ccc(CCNC(=O)CCNC(=O)c2ccc([N+](=O)[O-])cc2)cc1	-7%	0.7	83	0.2%	1%	1.3%	0.5%	7%	i	57	3%
Oc1ccc(N=Nc2ccccc2)cc1	21%	0.9	97	-0.6%	71µM*	2.9%	0.4%	-2%	i	49	18%
COc1ccc(N/C=C(\C#N)S(=O)(=O)c2ccc(Cl)cc2)c(OC)c1	9%	1.4	87	-1.1%	8%	u	0.4%	-8%	i	42	21%
O=C(Nc1ccc2c(c1)OCO2)N1CCN(Cc2ccco2)CC1	0%	-0.4	84	0.6%	1%	0.7%	0.2%	0%	i	62	8%
Cc1cccc2cc(C(c3nnnn3Cc3ccc4c(c3)OCO4)N3CCCC3)c(=O)[nH]c12 (centres undefined)	1%	-0.7	70	-0.1%	3%	12%	3.0%	-2%	i	14	4%
O=C(COC(=O)CCC1CCCC1)Nc1nc2c(F)c(F)c(F)cc2s1	3%	1.8	86	-0.7%	7%	4.0%	0.1%	-12%	i	47	0%
CCN1CCN(c2cc(C)c3cc(NC(=O)CCC(=O)Nc4ccc(OC)cc4OC)ccc3n2)CC1	-4%	0.9	75	-0.5%	5%	0.2%	0.2%	-3%	i	19	25%
COc1ccccc1[C@@H]1C(c2cccc(C)c2)=NN(c2ccc(Br)cc2)[C@H]1C(=O)N1CCOC1=O	x	3.3	51	x	4%	x	0.2%	0%	x	x	x	NS5 inhibitors pilot replicate=0.0
Cc1onc(-c2ccccc2)c1C(=O)N1CCN(c2ncccc2C(F)(F)F)CC1	-4%	0.3	67	-0.1%	7%	4.9%	-0.1%	-6%	i	26	30%
O=[N+]([O-])c1cccc(-c2cc3cccc[n+]3cc2-c2cccc([N+](=O)[O-])c2)c1	6%	0.6	73	-0.8%	5%	1.5%	0.1%	-5%	i	48	8%
O=C(CSc1nc2ccccc2c(=O)[nH]1)c1cccs1	-5%	-1.6	38	0.6%	12%	0.9%	-0.1%	-8%	i	11	3%
Cc1cccc(N2C(=O)C(CC(=O)Nc3cccc(F)c3)N(CCc3ccncc3)C2=O)c1 (centres undefined)	3%	-1.5	66	-0.1%	2%	3.1%	1.4%	x	i	57	3%
O=C(Cc1nnc(NC(=O)Nc2ccc(F)cc2)s1)Nc1ccccc1	2%	-0.7	89	-0.6%	6%	0.8%	0.2%	-1%	i	66	5%
COc1ccc2cc(C(c3nnnn3CCc3ccccc3)N3CCC(O)CC3)c(=O)[nH]c2c1 (centres undefined)	-4%	1.2	55	-0.6%	4%	1.4%	4.3%	-8%	i	41	3%
Cc1cccc(-n2nnc(C(=O)NCc3ccco3)c2N)c1	18%	0.3	92	-0.2%	8%	2.8%	0.6%	-1%	i	11	6%
COc1ccc(CC(=O)Nc2nc(C(C)(C)C)cs2)cc1	13%	0.5	53	-0.3%	4%	1.0%	0.3%	-5%	i	29	8%
Cc1c(C(=O)/C=C/N(C)C)nnn1-c1ccc(F)c(Cl)c1	-1%	-0.5	58	0.0%	x	2.0%	x	x	i	32	11%
CCC(CC)C(=O)N1CCCC(c2nc(-c3cccs3)no2)C1 (centres undefined)	6%	-0.7	51	-0.3%	1%	5.5%	2.1%	-1%	i	30	13%
O=C(CSc1ncnc2nc[nH]c12)c1ccc(Cl)cc1	x	-0.7	57	-0.3%	5%	2.4%	0.2%	-6%	i	21	x
O=C(CN1C(=O)C(=O)N(C2CCCC2)C1=O)Nc1ccccc1OC(F)F	x	-1.5	69	x	-4%	x	0.0%[50 µM]	-12%	i	3	x
CN(C)c1ccc(C(=O)N2CCCC(N3CCN(Cc4ccc5c(c4)OCO5)CC3)C2)cc1 (centres undefined)	0%	-0.8	67	-0.7%	5%	1.8%	0.0%	-6%	i	64	11%
O=C(CS(=O)(=O)c1cn(Cc2cccc(F)c2)c2ccccc12)N1CCOCC1	-6%	-0.6	93	-1.0%	1%	1.1%	0.4%	-6%	i	30	17%
CCOC(=O)N1CCN(C(=O)c2cccn3c(=O)c4c5c(sc4nc23)CCCC5)CC1	-1%	-2.0	75	-0.8%	0%	0.4%	-0.1%	22%	i	55	5%
COc1cc(/C=C/C(O)=C/C(=O)/C=C/c2ccc(O)cc2)ccc1O	x	-0.3	44	x	16%	4.2%	-5.7%	u	i	34	x
C=CCn1c(-c2ccc(F)cc2)n[nH]c1=S	-6%	-1.1	37	0.9%	2%	1.3%	0.0%	5%	i	19	17%
Cc1cc(Nc2cccc(C)c2C)n2ncnc2n1	1%	2.9	53	x	1%	0.7%	0.1%	-3%	i	26	3%
O=C(Cn1nc(C(=O)O)c2ccccc2c1=O)Nc1nc(-c2ccccc2)cs1	-3%	3.4	52	0.5%	10%	0.4%	1.7%[50 µM]	4%	i	38	9%
CCOc1ccc(NC(=O)CN2CCN(CC(=O)Nc3ccc(C(=O)OC)cc3)CC2)cc1	5%	0.5	43	0.3%	7%	-0.5%	0.5%	-6%	i	17	-2%
O=C(c1cc2ccccn2n1)N1CCN(c2cccc(C(F)(F)F)c2)CC1	-7%	0.5	62	-1.0%	6%	1.1%	-1.9%	-5%	i	37	2%
CCCCNC(=O)C1CCN(S(=O)(=O)N2CCOCC2)CC1	8%	-0.6	51	0.4%	6%	1.3%	-0.5%	-5%	i	7	5%
COCCN(C(=O)c1ccc(NC2CC2)c([N+](=O)[O-])c1)c1c(N)n(CC(C)C)c(=O)[nH]c1=O	x	-0.7	65	x	0%	-0.7%	-0.2%[50 µM]	-1%	i	56	x
Cc1cccc(N2CCN(S(=O)(=O)c3c(C)[nH]c(C)c3C(=O)N3CCCCC3)CC2)c1C	1%	1.7	60	-1.1%	5%	-0.1%	-0.1%	-8%	i	14	12%
S=C(Nc1ccccc1)N1CCN(C2CCCCC2)CC1	6%	-1.2	81	0.2%	3%	-0.2%	0.4%	11%	i	49	1%
O=C(Nc1ccc(N2CCN(C(=O)c3cccs3)CC2)cc1)c1ccc(F)cc1	-2%	0.8	54	-0.4%	6%	4.0%	0.4%	2%	i	28	0%
Cc1nn(CC(=O)Nc2c(C)n(C)n(-c3ccccc3)c2=O)c(C)c1[N+](=O)[O-]	-6%	-0.2	69	-0.1%	5%	-1.6%	0.3%	-3%	i	52	-6%
CCOc1ccc2nc(NC3=NC(c4ccc(OC)cc4)CC(=O)N3)nc(C)c2c1 (centres undefined)	0%	25	64	-1.1%	24%	1.5%	0.0%	-18%	i	6	12%
O=C(NCCCSc1ccccc1)c1cccnc1	-4%	0.7	53	-0.5%	6%	4.5%	-0.2%	-5%	i	13	18%
Cc1ccc(CCNC(=O)C2CCN(S(=O)(=O)N3CCCC3)CC2)cc1	34%	1.1	47	-0.2%	0%	-1.2%	1.1%[50 µM]	-7%	i	20	16%
CCOC(=O)C1(CCCc2ccccc2)CCN(C(=O)C2CCCN(C(N)=O)C2)CC1 (centres undefined)	-4%	-0.8	71	-0.9%	11%	2.3%	0.2%	-7%	i	64	21%
Cc1nccc(-c2ccc(-n3cnc4ccccc43)cc2)n1	19%	2.1	64	-0.5%	9%	2.3%	4.9%	-6%	i	40	-9%
Cc1ccccc1-c1nc2ccccc2[nH]1	4%	-0.3	34	0.0%	13%	-0.5%	0.6%	2%	i	45	4%
